TbREL1 primary – TbREL1 inhibition, primary screen; P86926; TbREL1 RNA ligation, FRET fluorescence; inhibition, % at 9.66 µM; 89,000 tested, 0.49% active;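 active = inhibition above the mean inhibition across all screened compounds plus 3 SD, cut at about 11% in these data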;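 note: 0% = plate median of test wells and 100% = NSC42067 control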
Target sequence (P86926 whole entry, looked up): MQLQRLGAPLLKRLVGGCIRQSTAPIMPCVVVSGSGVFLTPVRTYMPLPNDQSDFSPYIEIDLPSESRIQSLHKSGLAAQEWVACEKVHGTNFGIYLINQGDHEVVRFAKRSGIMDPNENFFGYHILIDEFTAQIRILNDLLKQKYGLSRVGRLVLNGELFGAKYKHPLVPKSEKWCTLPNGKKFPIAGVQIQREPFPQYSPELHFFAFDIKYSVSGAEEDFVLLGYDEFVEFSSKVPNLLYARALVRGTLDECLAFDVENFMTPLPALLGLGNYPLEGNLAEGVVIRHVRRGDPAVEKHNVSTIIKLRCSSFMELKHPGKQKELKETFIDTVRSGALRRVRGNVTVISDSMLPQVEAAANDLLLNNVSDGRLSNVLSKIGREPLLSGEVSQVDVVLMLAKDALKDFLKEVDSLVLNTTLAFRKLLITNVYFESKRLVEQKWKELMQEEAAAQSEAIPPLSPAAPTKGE
Numbers without * were called inactive. Some of the compounds tested; the hit share may differ from the screen's.

SMILES | TbREL1 primary
CCOC(=O)C1(CCc2ccccc2)CCN(Cc2cccc3c2OCO3)CC1 | -4
CCOC(=O)c1c(C)n(Cc2ccccc2)c2ccc(OCC(O)Cn3nc(C)cc3C)cc12 (stereo not given) | -1
Cc1cc(CN(C)C)c(OC(=O)N(C)C)cc1C | 2
CS(=O)(=O)c1ccc(C2=C(CNC(=O)c3cccnc3)[C@H]3CC[C@@H](C2)N3Cc2ccccc2)cc1 | -2
Cc1cc(NC(=O)COC(=O)c2c(C)nn(Cc3ccccc3Cl)c2Cl)no1 | -4
COc1ccc(N2C(=O)/C(=C/C=C/c3ccccc3[N+](=O)[O-])C(=O)NC2=S)cc1 | 6
Oc1ccc(Br)cc1CN1CCN(c2ccccc2)CC1 | -3
Cn1cccc1/C=C1/C(=O)NC(=O)N(C(C)(C)C)C1=O | 8
CC(=O)OC1CCC2(C)C(CCC3C2CC(=O)C2(C)C3CC(N3CC3)C2C(C)=O)C1 (stereo not given) | -1
CCCN(CC#CCOc1ccc(OC)cc1)CCC | 2
CCOC(=O)N(CC)c1ccc(C(O)(C(=O)OCC)C(F)(F)F)cc1 (stereo not given) | -3
O=c1[nH]c(=O)n(Cc2ccco2)c(O)c1C=NCCN1CCOCC1 | 1
Cc1ccc(-n2c(O)c(C=NCC3CCCO3)c(=O)[nH]c2=O)c(C)c1 (stereo not given) | 2
Cc1c(C=O)c2ccccc2n1Cc1cccc(F)c1 | 0
CN(C)C(=O)Oc1ccc(Cl)c2cccnc12 | -2
Cc1c(N)c(C)c([N+](=O)[O-])c(C)c1[N+](=O)[O-] | 1
NNC(=O)c1ccc(O)cc1 | -2
CN1CCN(c2ccc(F)cc2N)CC1 | -1
CCN(C(=O)COC(=O)C(O)(c1ccccc1)c1ccccc1)c1c(N)n(Cc2ccccc2)c(=O)[nH]c1=O | -2
Cc1cc(Cl)ccc1OCCCC(=O)NCc1cccs1 | -1
Cc1ccccc1C(=O)NC(Oc1ccccc1)C(Cl)(Cl)Cl (stereo not given) | 1
CCc1c(C)nc(N)nc1N1N=C1SCC(N)=O | 0
O=C1CC(c2ccccc2)CC(O)=C1C=NCCN1CCN(C(=O)Cc2ccccc2)CC1 (stereo not given) | -3
O=c1cccc2n1CC1CC2CN(c2ncnc3c2cnn3-c2ccc(Cl)cc2)C1 (stereo not given) | -3
COc1ccc(-n2c(-c3ccco3)nc3ccccc3c2=O)cc1 | 1
Clc1ccc(C2N3CCCN23)c(Cl)c1 (stereo not given) | 0
COC(=O)c1ccc(-n2c(C)nc3ccccc3c2=O)cc1 | 1
COc1cc(/C=N/NP(=S)(c2ccccc2)c2ccccc2)ccc1O | 1
Cc1ccc(/C=C2/C(=O)NC(=O)N(CCc3ccc(F)cc3)C2=O)s1 | 3
Cc1oc2ccc(OC(=O)N(C)C)cc2c1C(=O)OC(C)C | -3
CCOP(=S)(OCC)c1ccc(N(C)C)cc1 | 0
CCN1CCN(c2ccc(NC(=O)C(C)C)cc2Cl)CC1 | -1
O=c1cc(C2CCNCC2)[nH][nH]1 | 1
CNCC(O)c1cccc(OC(=O)c2ccccc2C)c1 (stereo not given) | 3
CCN(CC)C(=O)Cn1cc(/C=C2\C(=O)NC(=O)N(c3ccccc3F)C2=O)c2ccccc21 | 0
COc1ccccc1C(=O)C1CCCN(Cc2cnc(C)s2)C1 (stereo not given) | 2
Cc1ccc(N=Cc2c(O)n(C)c(=O)n(C)c2=O)cc1 | -1
CN(C)CC1CCCCC1OC(=O)Cc1ccc(Cl)c([N+](=O)[O-])c1 (stereo not given) | -2
CC(=O)N1N=C2C3CCN(CC3)C2C1c1ccc(Br)cc1 (stereo not given) | -2
COC(=O)C(O)(c1cn(C)c2ccccc12)C(F)(F)F (stereo not given) | -4
CN1CCN(Cc2nnc3n2-c2ccc(Cl)cc2C(c2ccccc2)=NC3)CC1 | -1
CCOc1ccc(-n2c(O)c(N=Nc3ccc([N+](=O)[O-])cc3)c(=O)[nH]c2=O)cc1 | 5
O=C(O)[C@H]1C[C@@H]1[C@H](NP(=O)(c1ccccc1)c1ccccc1)c1ccccc1 | 5
COc1ccccc1N=Cc1c(O)n(C)c(=O)n(C)c1=O | -2
COC(=O)C1=C(c2cccc(OC)c2OC)C[C@@H]2CC[C@H]1N2C | 2
CN1CCN(Cc2cc(C(C)(C)C)c(O)c(C(C)(C)C)c2)CC1 | 2
CN(C)Cc1c[nH]c2cc([N+](=O)[O-])ccc12 | 2
COC(=O)C1=C(c2c(C)noc2C)C[C@@H]2CC[C@H]1N2C(=O)NCc1ccc2c(c1)OCO2 | 1
OC1(c2cccnc2)CC2CCC(C1)N2Cc1nnnn1Cc1ccccc1 (stereo not given) | 3
c1cc2c(cc1N1CCCCC1)CNCc1cnnn1-2 | -4
CC(C)CCNC(=O)c1cc(C(=O)c2cc(Br)ccc2O)cn(CCC(C)C)c1=O | -2
C[C@H]1COc2cc(N3CCN(C)CC3)ccc2S(=O)(=O)N1 | 4
Nc1ccnn1C1CCNCC1 | 23*
CN1C(C(=O)N2CCC3(CC2)OCCO3)=CC(c2ccc(F)cc2)=NS1(=O)=O | -2
COc1ccc(NS(=O)(=O)c2ccc(OCC(=O)N3CCN(C)CC3)cc2)cc1Cl | -3
O=c1[nH]c(=O)n(CCc2ccccc2)c(O)c1C=NC1CC1 | 0
COCCCN=Cc1c(O)[nH]c(=S)[nH]c1=O | -4
COc1ccc(C(=O)C2CCCN(Cc3ccc(F)cc3F)C2)cc1F (stereo not given) | -4
Brc1ccc2c(c1)-n1nncc1CN(CC1CCCCC1)C2 | -1
COc1ccccc1OCCCn1cc(C(C)=O)c2ccccc21 | -4
Next entries
SMILES | TbREL1 primary
c1cnc2c(c1)ccc1ncccc12 | -2
CCN(CC)S(=O)(=O)c1cc(NC(=O)C(C)N2CC=C(c3ccccc3)CC2)ccc1C (stereo not given) | 0
COC(=O)[C@@H]1C[C@@]1(C)[C@@H](NP(=O)(c1ccccc1)c1ccccc1)c1ccccc1 | -2
COCCCn1c(N)c(C(=O)OCCOC)c2nc3ccccc3nc21 | 8
CCN(CC(=O)Nc1ccc(NC(C)=O)cc1)C(=O)CSC(c1ccccc1)c1ccccc1 | -3
CC(C)Sc1nnc([C@@H](N)Cc2ccccc2)o1 | 3
Cn1cccc1/C=C1/C(=O)NC(=O)N(Cc2ccc(F)cc2)C1=O | 3
OC(CNC1CCCCC1)c1ccccc1 (stereo not given) | 1
CCOC(=O)CC1=C(C(=O)OCC)C2(C(=O)Nc3ccccc32)C(C#N)=C(N)O1 (stereo not given) | -1
CCOC(=O)[C@]12Cc3cc4ccccc4cc3[C@H]1N(Cc1ccccc1)C(=O)c1ccccc12 | -2
Cc1cc(OCc2nn[nH]n2)c2c3c(c(=O)oc2c1)CCC3 | -1
CNC(=S)NC1CC2CCCC(C1)N2CC(C)C (stereo not given) | 3
COCCCn1c(N)c(C(=O)NCCC(C)C)c2nc3ccccc3nc21 | 6
COC(=O)C1=C(c2ccc(OC(F)(F)F)cc2)C[C@@H]2CC[C@H]1N2C(=O)N1CCCCC1 | 8
C=Cn1c(P(=S)(N2CCOCC2)N2CCOCC2)cc2c1CCCC2 | -2
COC(=O)C1=C(c2cccc(C#N)c2)C[C@@H]2CC[C@H]1N2C(=O)NCc1cccc2ccccc12 | -2
COP(=S)(OC)Oc1ccc(SC)c(C)c1 | -3
COc1ccccc1CN1CCN(C(=O)COc2cccc(C)c2)CC1 | 0
Cc1nccn1Cc1ccc(Cl)nc1 | 0
O=C(CN1C2CCC1CC(O)(c1cccnc1)C2)Nc1ccc2c(c1)OCO2 (stereo not given) | 5
CC(=Nc1ccccc1N)c1c(O)n(C)c(=O)[nH]c1=O | 4
O=c1[nH]c2ccccc2n1C1CCN(C(c2ccccc2OC(F)(F)F)c2nnnn2-c2ccc3c(c2)OCCO3)CC1 (stereo not given) | 2
O=C(CN1CCN(CCO)CC1)Nc1ccc(Cl)cc1C(=O)c1ccccc1 | 0
O=C1NC(=O)C2(Cc3c(nc4ccccn4c3=O)N3CCCCCC32)C(=O)N1Cc1ccccc1 (stereo not given) | -4

Given with tabs: part of the list above.
Compound	TbREL1 primary
OC(CNC1CCCCC1)c1ccccc1 (stereo not given)	1
CCOC(=O)CC1=C(C(=O)OCC)C2(C(=O)Nc3ccccc32)C(C#N)=C(N)O1 (stereo not given)	-1
CCOC(=O)[C@]12Cc3cc4ccccc4cc3[C@H]1N(Cc1ccccc1)C(=O)c1ccccc12	-2
Cc1cc(OCc2nn[nH]n2)c2c3c(c(=O)oc2c1)CCC3	-1
CNC(=S)NC1CC2CCCC(C1)N2CC(C)C (stereo not given)	3
COCCCn1c(N)c(C(=O)NCCC(C)C)c2nc3ccccc3nc21	6
COC(=O)C1=C(c2ccc(OC(F)(F)F)cc2)C[C@@H]2CC[C@H]1N2C(=O)N1CCCCC1	8
C=Cn1c(P(=S)(N2CCOCC2)N2CCOCC2)cc2c1CCCC2	-2
COC(=O)C1=C(c2cccc(C#N)c2)C[C@@H]2CC[C@H]1N2C(=O)NCc1cccc2ccccc12	-2
COP(=S)(OC)Oc1ccc(SC)c(C)c1	-3
COc1ccccc1CN1CCN(C(=O)COc2cccc(C)c2)CC1	0
Cc1nccn1Cc1ccc(Cl)nc1	0
O=C(CN1C2CCC1CC(O)(c1cccnc1)C2)Nc1ccc2c(c1)OCO2 (stereo not given)	5
CC(=Nc1ccccc1N)c1c(O)n(C)c(=O)[nH]c1=O	4
O=c1[nH]c2ccccc2n1C1CCN(C(c2ccccc2OC(F)(F)F)c2nnnn2-c2ccc3c(c2)OCCO3)CC1 (stereo not given)	2
O=C(CN1CCN(CCO)CC1)Nc1ccc(Cl)cc1C(=O)c1ccccc1	0
O=C1NC(=O)C2(Cc3c(nc4ccccn4c3=O)N3CCCCCC32)C(=O)N1Cc1ccccc1 (stereo not given)	-4

(continued)
SMILES | TbREL1 primary
O=C(CN1CC=C(c2ccccc2)CC1)Nc1c(Cl)cccc1Cl | -1
C=C1C(=O)O[C@@H]2C[C@@H](C)[C@@H]3C=CC(=O)[C@@]3(C)[C@@H](OC(=O)CC(=O)O[C@H]3[C@@H]4C(=C)C(=O)O[C@@H]4C[C@@H](C)[C@@H]4C=CC(=O)[C@]43C)[C@H]12 | 1
CC(C)N1CCOC(c2ccc(O)c(O)c2)C1 (stereo not given) | -4
Cn1ccc(NC(=O)CCl)n1 | 2
CCC(C)NC(=O)c1c(N)n(CC2CCCO2)c2nc3ccccc3nc12 (stereo not given) | 37*
NC(Cc1ccc(F)cc1)c1csc(Nc2ccccn2)n1 (stereo not given) | 6
CC(C)c1oc(=O)cc2c1[C@@H](O)[C@H]1OC(=O)[C@@]3(C)C[C@@H](O)[C@@H](O)[C@@]2(C)C13 (stereo not given in full) | 2
COc1ccc(OC(=O)N(C)C)c(CN(C)C)c1 | 6
CCOc1ccc(-c2cc(C)[n+](CCO)c(-c3ccc(OCC)cc3)c2)cc1 | 8
COCCNC(=O)N1[C@H]2CC[C@@H]1C(C(=O)OC)=C(c1ccc(OC(F)(F)F)cc1)C2 | 0
O=C(Nc1ccc(Br)cc1)c1nn(C23CC4CC(CC(C4)C2)C3)cc1Br | 0
CCCCN1C(=O)NC(=O)C2(Cc3c(nc4ccccn4c3=O)N3CCc4ccccc4C32)C1=O (stereo not given) | 0
N#CC12c3ccccc3C(=O)N1Cc1cnnn1-c1ccccc12 (stereo not given) | 4
CCC1CCCCN1CC(=O)c1ccc(OC(F)F)cc1 (stereo not given) | 1
COc1cccc(N=Nc2c(O)[nH]c(=S)[nH]c2=O)c1 | 2
Cc1nc2c(C(=O)N3CCC4(CC3)OCCO4)cnn2c(C)c1Cc1cccc(Cl)c1 | -1
COc1cccc(C2(C#N)CCN(C)CC2)c1 | -2
CN(C)c1cc(N)c2c(n1)CCC2 (tested in a mixture with another compound) | -2
CC(=O)O[C@@H]1CC[C@]2(C)C3CC[C@]4(C)C(=O)[C@H](O)CC4C3[C@@H](OC(C)=O)C[C@H]2C1 (stereo not given in full) | -4
CN1C(=O)/C(=C/c2cccn2-c2ccc3ccccc3c2)C(=O)NC1=S | -1
COc1cccc(C(c2nnnn2-c2c(C)cccc2C)N2CCC(n3c(=O)[nH]c4ccccc43)CC2)c1OC (stereo not given) | -3
COC(=O)C1=C(c2cc3ccccc3s2)C[C@@H]2CC[C@H]1N2C(=O)N1CCCC1 | -2
COc1ccccc1N1CCN(C2CCCN(C(=O)COc3ccccc3Cl)C2)CC1 (stereo not given) | -5
CC1CCN(C(=O)c2ccc(N3CC4CC(C3)c3cccc(=O)n3C4)c([N+](=O)[O-])c2)CC1 (stereo not given) | 2

2 entries picked at random from those above:
SMILES | TbREL1 primary
Cc1nc2c(C(=O)N3CCC4(CC3)OCCO4)cnn2c(C)c1Cc1cccc(Cl)c1 | -1
COc1cccc(C2(C#N)CCN(C)CC2)c1 | -2

(more compounds)
SMILES | TbREL1 primary
COc1ccc(C2=NCC(=O)N(CC(=O)NCc3ccco3)c3sc4c(c32)CCCC4)cc1OC | 0
O=C(CNC(=O)OCc1ccccc1)NC(Cc1ccccc1)P(=O)(Oc1ccccc1)Oc1ccccc1 (stereo not given) | 0
CCCCCN1C(=O)c2cc(OC)ccc2[C@@]2(C(=O)OCC)Cc3cc(Cl)ccc3[C@@H]12 | 2
FC(F)(F)c1cccc(-n2nnnc2C2(N3CCOCC3)CCCCC2)c1 | 2
Cc1c(C(c2ccccc2Cl)c2c(O)c3ccccc3oc2=O)c(=O)n(-c2ccccc2)n1C (stereo not given) | -3
COCC(=O)N1Cc2ccccc2-n2nncc2C1 | 1
O=C1CC(=O)N(c2cccc(Cl)c2)C(=O)N1 | 1
COc1cccc(NC(=O)CN2CC(c3ccccc3)CC2=O)c1 (stereo not given) | 5
NC(=O)c1ccsc1NC(=O)COC(=O)Cc1ccccc1 | 0
CC(C)(C)C(=O)O[C@H]1CC[C@@]2(C)C(=CC(=O)C3C2CC[C@]2(C)C(=O)[C@H](O)CC32)C1 (stereo not given in full) | 1
CN(C(=O)CN1CC=C(c2ccccc2)CC1)c1c(N)n(Cc2ccccc2)c(=O)[nH]c1=O | 2
Cc1cc(Oc2ccc(C(F)(F)F)cc2[N+](=O)[O-])c2c3c(c(=O)oc2c1)CCC3 | -2
CC1(C)NC(=O)[C@H]2CCCN21 | -1
O=C(NCc1cccnc1)Nc1ccc([N+](=O)[O-])cc1 | 8
COC(=O)C1=C(c2ccc(OC(F)(F)F)cc2)C[C@@H]2CC[C@H]1N2C(=O)NCCOc1ccccc1 | 2
CC(=O)Nc1ccccc1C(=O)OCC(=O)c1ccccc1Cl | 0
O=C(Cn1nc(-c2ccc(Cl)cc2)ccc1=O)N1CCC2(CC1)OCCO2 | -6

Source: PubChem (The Scripps Research Institute Molecular Screening Center)
